Luciferase inh – blocks Photinus pyralis firefly luciferase activity. purified firefly luciferase, luminescence, 8 min. P08659. 72,000 compounds, 2.2% hits. AID 411. Potency, µM (highest dose often 57.1 µM), inactives show at the highest dose activity change, negative = inhibition, actives largely listed as inhibitors; active = well fitted inhibition curve with a large enough effect; inconclusive = small, poorly fitted or top-dose-only effect; note: potency is the fitted concentration of half-maximal effect; % is set by controls: 0 for no effect and ±100 for the full control effect; nearly all actives have a fitted effect of over 40% in size
Target sequence (P08659 whole entry, looked up): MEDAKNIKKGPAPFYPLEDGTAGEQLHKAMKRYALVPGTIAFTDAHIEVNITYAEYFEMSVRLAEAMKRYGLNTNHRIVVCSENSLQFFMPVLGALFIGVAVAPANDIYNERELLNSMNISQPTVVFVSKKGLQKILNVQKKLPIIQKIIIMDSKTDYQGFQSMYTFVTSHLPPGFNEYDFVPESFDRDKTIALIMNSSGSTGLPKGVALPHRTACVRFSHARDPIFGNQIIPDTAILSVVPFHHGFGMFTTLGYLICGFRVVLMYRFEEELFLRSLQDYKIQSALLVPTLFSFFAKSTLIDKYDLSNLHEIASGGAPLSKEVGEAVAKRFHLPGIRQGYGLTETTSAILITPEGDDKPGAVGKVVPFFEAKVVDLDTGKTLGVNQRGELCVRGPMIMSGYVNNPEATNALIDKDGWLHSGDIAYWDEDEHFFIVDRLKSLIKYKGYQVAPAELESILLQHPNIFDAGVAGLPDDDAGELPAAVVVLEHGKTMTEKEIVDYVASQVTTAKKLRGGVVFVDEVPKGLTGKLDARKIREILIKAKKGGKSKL
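qHTS concentration-response profiling: light output of P. pyralis luciferase with luciferin and 10 uM ATP, imidazole buffer pH 7.2. Read by luminescence after 8-min room-temperature incubation.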
A350 fluor – A350 region autofluorescence. AID 590. Compound autofluorescence, 340/450 nm, Alexa 350 dye-equivalents; stronger effect = higher value. max dye-equivalent concentration, M. 59,000 compounds, 11% hits; in the data active = max dye-equivalent concentration above about 10 nM; inconclusive = mostly about 1.1 nM to 9.6 nM
Active calls of the source: *; i = inactive; ? = inconclusive; [ ] = another dose, or the depositor's remark. The list is partial (hit frequency here may not be typical).

SMILES | Luciferase inh | A350 fluor
c1ccc(-n2ncc3c(NCC4CCCO4)ncnc32)cc1 (stereo not drawn) | -27%[25.5 µM] | i
N#CC(C#N)C(c1ccsc1)c1c(-c2ccccc2)[nH][nH]c1=O (stereo not drawn) | -1%[25.5 µM] | i
NC(=O)c1cc(-c2ccccc2)nc(Oc2ccccc2)n1 | 1%[25.5 µM] | i
Cc1ccc(N(CC(O)CN2CCCC2)S(=O)(=O)c2ccc(C)cc2)cc1 (stereo not drawn) | -2%[25.5 µM] | i
COc1cc(C)nc(Nc2nc(C)c(C(C)=O)s2)n1 | -2%[25.5 µM] | ?
Cn1c(=O)n(CCc2ccccc2)c(=O)c2c1ncn2Cc1ccccc1 | 2%[25.5 µM] | i
CCOC(=O)c1[nH]c2ccc(C)cc2c1N=CN(CC)CC | 2%[25.5 µM] | 1.7e-08M*
CCN(CC)CCN1C(=O)C(=O)/C(=C(/O)c2ccc(OC)cc2)C1c1ccco1 (stereo not drawn) | 0%[25.5 µM] | i
Cn1ncc(N=Cc2c(O)ccc3ccccc23)c1C(=O)N1CCOCC1 | 1%[25.5 µM] | i
CCCCOc1ccc(C(=O)NCC(=O)NCC(=O)OCC)cc1 | -1%[25.5 µM] | i
O=C(O)CCCCCCC1C(=O)NC(=O)N1CCC(O)C1CCCCC1 (stereo not drawn) | 0%[25.5 µM] | i
CC1(C)Cc2c(sc3nc(SCC#N)n(C4CCCCC4)c(=O)c23)CO1 | 0%[25.5 µM] | i
O=C(Nc1nc(=O)c2ccccc2s1)c1ccccc1 | -20%[25.5 µM] | i
Cc1cc(C)n(C(=O)CN2C(=O)CCC2=O)n1 | 0%[25.5 µM] | i
CCSc1nc(N)c(C#N)c(-c2ccccc2Cl)c1C#N | -1%[25.5 µM] | ?
CC(C(=O)N1CCCCC1)N1C(=O)c2ccccc2C1=O (stereo not drawn) | 0%[25.5 µM] | i
Cc1csc2nc(CSc3nc4ccccc4o3)cn12 | -6%[25.5 µM] | i
COc1ccc(CSC2=NCCN2)cc1Cl | -1%[25.5 µM] | i
COc1ccc(C(=O)NCCCCCC(=O)O)cc1OC | 1%[25.5 µM] | i
CC(=O)Nc1ccc(S(=O)(=O)Nc2nc3n(n2)C(c2ccccc2)CC(=O)N3)cc1 (stereo not drawn) | 0%[25.5 µM] | i
CC(=O)OCC1=C(C(=O)O)N2C(=O)[C@@H](NC(=O)Cc3cccs3)[C@H]2SC1 | 1%[25.5 µM] | ?
CC1(C)Nc2ccc(O)cc2-c2c1ssc2=S | -4%[25.5 µM] | i
CCOC(=O)/C(C#N)=C1\Nc2ccccc2N=C1N(CC(C)C)CC(C)C | 1%[25.5 µM] | 2.4e-08M*
CCCCOC(=O)CSc1nc(N)c(C#N)c(-c2ccc(OC)cc2)c1C#N | -1%[25.5 µM] | 2.4e-08M*
CC/C(=N\O)c1ccc(OC)c(OC)c1 | 2%[25.5 µM] | i

Some of the entries so far, with values under each structure:
Screens in order: Luciferase inh	A350 fluor
> COc1ccc(C(=O)NCCCCCC(=O)O)cc1OC
    1%[25.5 µM]	i
> CC(=O)Nc1ccc(S(=O)(=O)Nc2nc3n(n2)C(c2ccccc2)CC(=O)N3)cc1 (stereo not drawn)
    0%[25.5 µM]	i
> CC(=O)OCC1=C(C(=O)O)N2C(=O)[C@@H](NC(=O)Cc3cccs3)[C@H]2SC1
    1%[25.5 µM]	?
> CC1(C)Nc2ccc(O)cc2-c2c1ssc2=S
    -4%[25.5 µM]	i

Arranged by length of the SMILES (largest number first): 18 of the compounds above
SMILES | Luciferase inh | A350 fluor
CC(=O)OCC1=C(C(=O)O)N2C(=O)[C@@H](NC(=O)Cc3cccs3)[C@H]2SC1 | 1%[25.5 µM] | ?
CC(=O)Nc1ccc(S(=O)(=O)Nc2nc3n(n2)C(c2ccccc2)CC(=O)N3)cc1 (stereo not drawn) | 0%[25.5 µM] | i
CCN(CC)CCN1C(=O)C(=O)/C(=C(/O)c2ccc(OC)cc2)C1c1ccco1 (stereo not drawn) | 0%[25.5 µM] | i
Cc1ccc(N(CC(O)CN2CCCC2)S(=O)(=O)c2ccc(C)cc2)cc1 (stereo not drawn) | -2%[25.5 µM] | i
CCCCOC(=O)CSc1nc(N)c(C#N)c(-c2ccc(OC)cc2)c1C#N | -1%[25.5 µM] | 2.4e-08M*
N#CC(C#N)C(c1ccsc1)c1c(-c2ccccc2)[nH][nH]c1=O (stereo not drawn) | -1%[25.5 µM] | i
Cn1ncc(N=Cc2c(O)ccc3ccccc23)c1C(=O)N1CCOCC1 | 1%[25.5 µM] | i
O=C(O)CCCCCCC1C(=O)NC(=O)N1CCC(O)C1CCCCC1 (stereo not drawn) | 0%[25.5 µM] | i
CCOC(=O)c1[nH]c2ccc(C)cc2c1N=CN(CC)CC | 2%[25.5 µM] | 1.7e-08M*
NC(=O)c1cc(-c2ccccc2)nc(Oc2ccccc2)n1 | 1%[25.5 µM] | i
CCSc1nc(N)c(C#N)c(-c2ccccc2Cl)c1C#N | -1%[25.5 µM] | ?
COc1cc(C)nc(Nc2nc(C)c(C(C)=O)s2)n1 | -2%[25.5 µM] | ?
O=C(Nc1nc(=O)c2ccccc2s1)c1ccccc1 | -20%[25.5 µM] | i
COc1ccc(C(=O)NCCCCCC(=O)O)cc1OC | 1%[25.5 µM] | i
Cc1csc2nc(CSc3nc4ccccc4o3)cn12 | -6%[25.5 µM] | i
CC1(C)Nc2ccc(O)cc2-c2c1ssc2=S | -4%[25.5 µM] | i
CC/C(=N\O)c1ccc(OC)c(OC)c1 | 2%[25.5 µM] | i
COc1ccc(CSC2=NCCN2)cc1Cl | -1%[25.5 µM] | i

Later entries.
SMILES | Luciferase inh | A350 fluor
Cc1c2c([n+]3n1CCC3)CC(C)(C)CC2=O | 3%[25.5 µM] | i
N#Cc1nc(COc2ccc(Cl)cc2)oc1N1CCN(Cc2ccccc2)CC1 | 1%[25.5 µM] | i
c1ccc(N2CCN(c3nc(-c4ccccn4)nc4ccccc34)CC2)cc1 | -4%[25.5 µM] | i
CCC1(C)Cc2c(sc3[nH]c(=O)[nH]c(=O)c23)CS1 (stereo not drawn) | -1%[25.5 µM] | 9.1e-07M*
Cc1cc2c(c(=O)o1)C(CC(C)C)C(C#N)=C(N)O2 (stereo not drawn) | 2%[25.5 µM] | ?
N#CC1=C(SCc2ccccc2)NC2=C(C(=O)CCC2)C1c1ccc2c(c1)OCO2 (stereo not drawn) | -3%[25.5 µM] | i
C=CCNc1nc(-c2cccc(OC)c2O)nc2ccccc12 | -4%[25.5 µM] | i
[N-]=[N+]=CC(=O)c1ccnc(C(=O)C=[N+]=[N-])c1 | 2%[25.5 µM] | i
CN1c2ccccc2-c2nc3ccccc3n2C1c1ccco1 (stereo not drawn) | 4%[25.5 µM] | 3.4e-06M*
CC1(C)C2CCC1(C)C(NC(=O)CCN1CCCCC1)C2 (stereo not drawn) | -1%[25.5 µM] | i
COc1ccc(C2CC(=O)C(C=NCCN3CCOCC3)=C(O)C2)cc1 (stereo not drawn) | 2%[25.5 µM] | i
Cc1ccc(OCC(=O)NCC(=O)n2nc(C)cc2C)cc1 | 3%[25.5 µM] | i
C[N+](C)(C)CCOP(=O)([O-])OC[C@H](O)CO | -1%[25.5 µM] | i
CN(C)C=C1C(=O)c2ccccc2C1=O | -11%[25.5 µM] | i
COc1cccc(/C=C2/CN(C)CC3=C2OC(N)=C(C#N)C3c2cccc(OC)c2)c1 (stereo not drawn) | -1%[25.5 µM] | i
CC(C)OC(=O)C(CC(=O)O)NCc1ccccc1 (stereo not drawn) | 0%[25.5 µM] | i
CCOC(=O)C1CCN(c2nc3ccccc3nc2C(C#N)C(=O)OC(C)COC)CC1 (stereo not drawn) | 2%[25.5 µM] | 2.3e-08M*
Clc1ccc(COc2ccccn2)c(Cl)c1 | -2%[25.5 µM] | i
O=C(NCc1ccco1)c1ccc(=O)oc1 | 0%[25.5 µM] | ?
COc1cccc(-c2nc(N3CCCCC3)c3ccccc3n2)c1O | -4%[25.5 µM] | i
CCCNc1ncnc2c1cnn2-c1ccc(OC)cc1 | 7.9µM* | i
COC(=O)C1=C(N)Oc2cc(C)oc(=O)c2C1c1ccncc1 (stereo not drawn) | 0%[25.5 µM] | i
Nc1c2c(nc3ccccc13)N(c1ccccc1)CC2 | -24%[25.5 µM] | 3.4e-08M*
CSCCC(CO)NC(=O)OCc1ccccc1 (stereo not drawn) | 0%[25.5 µM] | i
CCN(CC)C(=O)CN(C#N)c1nc(NC(C)C)nc(NC(C)C)n1 | 2%[25.5 µM] | i
Following part
SMILES | Luciferase inh | A350 fluor
C=CCn1cnc2c(c1=O)c1nc3ccccc3nc1n2-c1ccc(C)cc1 | -1%[25.5 µM] | 3e-08M*
COc1cccc(NC(=O)CC2SC(=Nc3ccccc3)NC2=O)c1 (stereo not drawn) | 2%[25.5 µM] | i
COc1ccc(C2=Nn3c(nnc3-c3ccccn3)SC2)cc1 | -1%[25.5 µM] | ?
O=C(CCC1CCCC1)N1CCC(N2CCN(c3ccccc3)CC2)CC1 | 2%[25.5 µM] | i
COc1cccc(-c2nnc3sc(-c4ccc(C)cc4)nn23)c1 | 2%[25.5 µM] | i
Cn1c(=O)c2c(nc(SCCN3CCCCC3)n2Cc2ccc(Cl)cc2)n(C)c1=O | 3%[25.5 µM] | i
CCN(CC)CCCN1C(=O)C(=O)/C(=C(/O)c2ccccc2)C1c1cc(OC)ccc1OC (stereo not drawn) | 0%[25.5 µM] | ?
NC(=O)C(c1ccccc1)C1CCCC1 (stereo not drawn) | 3%[25.5 µM] | i
CC(C)CC(=O)Nc1ccccc1N1CCCC1 | 0%[25.5 µM] | i
CCOC(=O)C1=C(C)N=C2SC(C)C(=O)N2C1c1ccc(C(=O)OC)cc1 (stereo not drawn) | 2%[25.5 µM] | i
Cn1cc(C(=O)NCN2CCCCC2)c2ccccc21 | 0%[25.5 µM] | 1.8e-08M*
